# M17LAP inhibition = P. falciparum M17LAP inhibitors, primary screen, biochemical, fluorogenic H-Leu-NHMec substrate, 1536-well (AID 1619); inhibition, % at 30 µM, or IC50 in µM where a hit was titrated; hit rate 0.38% among 220,000; recombinant M17LAP, H-Leu-NHMec fluorogenic kinetic assay; higher % means a stronger effect;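 active means compound inhibiting the enzyme by more than half at any dose during confirmatory dose-response retesting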;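 further: plate controls were full reaction with DMSO carrier for no effect and no enzyme background for full effect; strong numbers were not always called active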
# NOD1 inhibition = NOD1 signaling inhibitors, primary screen, cell-based, luminescence, uHTS (AID 1578); hit rate 1% among 290,000; one-dose inhibition, % at 4 µM; EC50 in µM for titrated hits; NOD1-driven NF-kB luciferase reporter cells, luminescence; higher % means a stronger effect; in the data active means inhibition mostly above about 36%, no sharp cut-off; inactive means mostly below about 34%;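 further: HEK-293T reporter cells stimulated with the NOD1 agonist gamma-tri-DAP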
# Autophagy HCS = modulators of autophagy; MEF GFP-LC3 puncta imaging; test concentration mostly 10 µM; calls only at 10 µM (by protocol); hit rate 0.98% among 190,000; AID 463193;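 active means percentage of spot-positive cells more than 3 SD above its plate mean, without a fluorescence outlier flag or 80% toxicity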;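 further: spot-positive cell cutoff set from DMSO-treated cells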
# Insulin prom up = MIN6 insulin promoter up-regulation; MIN6 insulin promoter-GFP reporter, high-content imaging; stronger effect = higher value; z-score at 5 µM; hit rate 0.3% among 190,000;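 active means z-score above 3 at 5 µM with at least 500 cells counted in the well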
# NOD2 inhibition = NOD2 signaling inhibitors, cell-based, luminescence, uHTS, HEK293 (AID 1566). HEK293 NOD2/NF-kB luciferase reporter, luminescence; higher % means a stronger effect. inhibition, % at 4 µM; hits with a dose series show EC50 in µM. hit rate 0.63% among 290,000; in the data active means inhibition above about 50%; further: many of its hits are not listed in these tables
# b-catenin transl = alters nuclear translocation of beta-catenin in HeLa cells. immunofluorescence imaging. nuclear translocation activity, % at 5 µM. hit rate 0.3% among 190,000;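 active means nuclear translocation activity above 50% at 5 µM, with a well cell count of 50 or more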;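 further: per-cell ratio of nuclear to cytoplasmic median beta-catenin stain intensity; plate controls were DMSO negative control for no effect and GSK-3 inhibitor IX positive control for full effect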
#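 assay system = human HeLa cells, endogenous beta-catenin | times = compound treatment 24 h, 37°C, 5% CO2 | detection = Anti-beta-catenin immunofluorescence on PFA-fixed, Triton-permeabilized cells, DAPI nuclei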
# MT stabilizer = microtubule stabilizers in HeLa cells; % tubulin-high responders, % at 10 µM; AID 2205; hit rate 0.83% among 200,000; HeLa tubulin immunostaining HCS, 24 h; share of cells brighter than vehicle mean+2SD;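 active means plate Z-score above 3 for both tubulin-high and condensed-nucleus cell shares, with cell loss under 80%, at 10 µM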;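 further: anti alpha tubulin signal scored within the nucleus-defined area of each cell; some results filed as inactive read as strong as hits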
# Dynein transport = dynein cargo transport inhibition | z-score, hits read low | hit rate 0.47% among 220,000 | 3617.4 mouse cells, GR-EGFP nuclear translocation imaging; test concentration mostly 20 µM; stimulated with dexamethasone, 1 µM; stronger effect = lower value;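 active means plate z-score of nuclear minus cytoplasmic receptor signal below a set negative limit, without overly bright fluorescence or cell loss, cut at about -3.5 in these data, passing the limit was not always enough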;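 further: z-score of nuclear minus cytoplasmic ring GR-EGFP intensity difference per well; some compounds called inactive have numbers as strong as hits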
#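 Schedule: 48 h induction, then 1 h compound, then 30 min agonist, 37 °C. Buffer or medium: tetracycline-free induction medium containing charcoal-stripped FBS. Reagent: 1.0 µM final dexamethasone stimulus. Evaluation: nuclear versus cytoplasmic GR-EGFP signal, averaged per well. Signal: high-content fluorescence imaging after fixation.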
# Yfh1-depleted yeast = mitochondrial function rescue without frataxin homolog – Friedreich's ataxia, plus single-dose screen, dose response (AID 1465); S. cerevisiae Yfh1-off respiration, WST-1 reduction, 72 h; higher fold induction means a stronger effect; fold induction at 50 µM; hits with a dose series show EC50 in µM; hit rate 0.074% among 220,000;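 active means fold induction of absorbance versus untreated yeast above a set limit, then at least 30% activation at any dose in follow-up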;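 further: activators that raise dye reduction in frataxin-depleted yeast; strong numbers were not always called active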
# Dynein transport cytoplasmic EGFP = recorded beside Dynein transport, whose call it bears; z-score; measured here: cytoplasmic GR-EGFP intensity; stronger effect = higher value
# Dynein transport nuclear GR-EGFP = further read-out of Dynein transport, marked with its call; z-score; measured here: nuclear GR-EGFP intensity;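 lower value marks the stronger effect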
# Dynein transport cell count = further read-out of Dynein transport, marked with its call; z-score; measured here: cell count per field
# Insulin prom up cell count = recorded beside Insulin prom up, whose call it bears; cell count; measured here: cytotoxicity, nuclei count;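 total cells summed across four imaged fields per well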
# b-catenin transl cell count 5 µM = further read-out of b-catenin transl, marked with its call; cell count; measured here: cell count, cytotoxicity flag
# MT stabilizer Hoechst-high % = further read-out of MT stabilizer, marked with its call; % Hoechst-high responders; measured here: nuclear condensation Hoechst responders;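 share of cells brighter than vehicle mean plus two SD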
# MT stabilizer cytotoxicity % = recorded beside MT stabilizer, whose call it bears; toxicity, %; measured here: cytotoxicity by cell density;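 0% = mean cell density of plate MIN control wells and 100% = no cells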
# Autophagy HCS cell loss 18 h = second read-out of Autophagy HCS, no call of its own (marks repeat the call); toxicity, %; measured here: cell loss, nuclei count;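 cell loss after 18 h compound exposure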
# Starred values were filed as active, the others as inactive; i = inactive; . = not tested or not shown. These rows are one share of the data (hit frequency here may not be typical).
SMILES,M17LAP inhibition,NOD1 inhibition,Autophagy HCS,Autophagy HCS cell loss 18 h,Insulin prom up,Insulin prom up cell count,NOD2 inhibition,b-catenin transl,b-catenin transl cell count 5 µM,MT stabilizer,MT stabilizer Hoechst-high %,MT stabilizer cytotoxicity %,Dynein transport,Dynein transport cytoplasmic EGFP,Dynein transport nuclear GR-EGFP,Dynein transport cell count,Yfh1-depleted yeast
CCCCNC(=O)Nc1ccnn1C1CCCCC1,2%,6%,i,12,0.9,1421,-20%,1.2,1198,3.9,2.6,4.1,0.15,0.2,0.53,-0.3,i
CCCCCn1c(SCCCC)nc2c1c(=O)[nH]c(=O)n2C,4%,3%,i,17,-1.6,1334,33%,-4.9,1231,1.5,1.7,12,-0.32,-0.18,-0.043,2,i
COc1ccc(N=Nc2cc(C)c(O)c(CN3CCCCC3)c2)cc1,1%,-8%,.,.,-0.51,1478,12%,-1.1,1113,.,.,.,-0.22,-0.31,-0.33,0.6,i
CSc1nnc(-c2ccc(S(=O)(=O)N3CCCC3)cc2)n1C,-7%,4%,i,11,0.89,1300,14%,-0.8,1098,1.4,2.1,12,0.86,-0.19,1.1,-1.4,i
c1ccc(Oc2cccc3cccnc23)nc1,-13%,3%,.,.,-0.21,1034,8%,0.1,1346,.,.,.,0.8,-0.13,0.73,-0.66,i
Cc1ccc(C)c(NC(=O)CCC(=O)NNC(=O)C(c2ccccc2)c2ccccc2)c1,-13%,7%,i,-19,0.75,1593,9%,-0.1,1323,3.3,1.7,7.3,0.22,-0.19,0.51,0.8,i
CC(=O)Cc1nsc(Nc2ccc(Cl)cc2)n1,3%,-10%,i,15,0.31,1440,-140%,-0.2,1488,1.9,1.8,2.5,-1,-0.29,-0.73,0.17,i
CCOc1ccccc1C(=O)Nc1nnc(SCC(=O)Nc2cc(C)on2)s1,-1%,-63%,i,16,1.6,1713,-30%,-1.2,1103,1.7,1.1,5.8,-1,-0.055,-0.5,0.92,i
Cc1ccc(C(=O)N(Cc2nc(-c3ccc(C)cc3)no2)C(C)C)cc1,2%,10%,i,7,-0.25,895,9%,.,.,3.6,2.6,5.5,-1.7,-0.14,-1,0.16,i
COC(=O)CN(C)C1CC(=O)N(c2ccc(Cl)cc2)C1=O (stereo not given),-4%,0%,i,-10,-0.68,1248,12%,.,.,1.8,1.3,2.7,-0.79,-0.21,-0.31,0.025,i
Cc1ccc(NC(=O)CSc2nnc(COc3ccc(C#N)cc3)n2-c2ccccc2)cc1C,0%,7%,i,0,-0.18,1163,0%,0.2,1120,1.2,0.9,8.7,-0.42,-0.19,-0.2,0.31,i
CCOC(=O)COc1ccccc1-c1ccno1,1%,-8%,i,-6,-0.15,923,-7%,-2.3,1160,2.4,1.6,3.5,0.15,-0.19,0.71,0.2,i
O=C(O)C(c1ccccc1)N1CCCCC1 (stereo not given),-3%,-31%,i,-14,0.34,1330,6%,-0.2,1566,1.2,1.6,6.9,0.093,-0.21,0.024,0.14,i
COC(=O)c1ccc(NC(C(=O)OC)C(C)C)c([N+](=O)[O-])c1 (stereo not given),-7%,-1%,i,7,0.52,1211,16%,1.6,429,1.7,3.6,7.6,-0.36,-0.34,-0.65,1,i
Cn1nc(-c2ccccc2F)c2cc(C(=O)Nc3ccc4c(c3)OCCO4)sc21,-7%,-9%,i,8,-0.65,902,28%,.,.,2.8,4.0,1.2,-0.48,-0.25,-0.26,0.73,i
O=C(CN1CCC(n2nnc3cc(F)ccc32)CC1)NCCc1ccccc1,-4%,-18%,i,-7,-0.25,1160,-1%,-1.6,1261,3.3,1.7,7.0,-0.59,-0.21,-0.34,-0.89,i
O=C(NN1C(=O)C2C3C=CC(O3)C2C1=O)c1ccccc1 (stereo not given),6%,-40%,i,-7,-0.15,1231,5%,-1.0,1095,1.9,3.3,1.9,-0.3,-0.3,-0.49,-0.47,i
Cc1ccc(/C=N\NC(=O)C2CN(S(=O)(=O)c3ccccc3)CCN2S(=O)(=O)c2ccccc2)cc1 (stereo not given),5%,25%,i,11,1.4,1651,-10%,-1.7,1004,3.4,2.9,11,-0.69,-0.26,-0.52,0.4,i
Cc1ccc(S(=O)(=O)N(C)C)cc1NC(=S)NCc1ccco1,-3%,-22%,i,-4,.,.,5%,-1.6,515,1.7,2.2,7.1,-1.2,-0.26,-0.66,0.89,i
Fc1ccc(CSc2nncn2NC/C=C/c2ccccc2)cc1,7%,-11%,i,-7,0.36,1917,22%,-0.1,1092,0.7,3.0,11,-0.008,-0.22,-0.5,0.45,i
CCOc1ccc(N(CC(=O)NC2CCCCC2)C(=O)CNC(=O)c2ccco2)cc1,.,.,i,4,.,.,.,.,.,4.3,2.7,4.0,0.4,0.072,-0.023,0.11,i
Cc1cc(=S)[nH]c2c(C)cccc12,6%,-15%,i,3,0.51,850,8%,.,.,2.0,1.7,17,0.17,-0.14,0.17,0.18,i
COc1ccccc1-c1cc(C(=O)N/N=C\c2cn(C)nc2C)c2ccccc2n1,7%,-53%,i,-6,0.39,1368,7%,.,.,1.3,1.4,5.5,0.13,-0.29,-0.23,-0.2,i
CC12CN3CC(C)(CN(C1)C3c1cc(Br)ccc1O)C2=O (stereo not given),-5%,.,i,1,-0.5,1245,-16%,-1.7,1151,2.4,1.5,7.6,-0.46,-0.25,-0.83,1.1,.
CC(C)c1ccc(/C=C/C(=O)NNC(=O)c2cccnc2)cc1,1%,54%,i,14,-0.89,1638,9%,0.3,1356,3.4,2.3,8.6,-0.57,-0.2,-0.48,0.18,i
O=C(NCc1ccncc1)/C(=C/c1cccc([N+](=O)[O-])c1)NC(=O)c1ccccc1,12%,-10%,.,.,-0.08,1434,22%,-2.1,997,.,.,.,0.99,-0.24,0.35,-0.12,i
CCN(C(=O)COC(=O)c1cc(C)n(-c2ccc(F)cc2)c1C)C1CCS(=O)(=O)C1 (stereo not given),2%,21%,i,-2,1.2,1473,-12%,-1.8,983,1.7,1.4,0.3,0.38,-0.27,0.36,0.1,i
O=C(Nc1ccccc1)N1CCn2c(nc3ccccc32)C1,-1%,7%,i,9,-0.11,1524,19%,2.7,835,4.1,3.6,1.8,-0.23,-0.31,0.046,0.04,i
CN(C)c1ccc(C=NCC2(O)CCOC(C)(C)C2)cc1 (stereo not given),13%,-23%,i,22,0.5,1389,-24%,-0.9,1071,3.6,2.7,8.3,-0.41,-0.28,0.6,-0.0054,i
O=C(Nc1nc(-c2cccnc2)cs1)c1ccccc1Cl,2%,-41%,i,-2,0.37,1231,3%,1.6,1023,1.5,2.2,1.9,-0.41,-0.36,-0.19,0.76,i
O=C(CCn1cnc2ccccc2c1=O)Nc1nc(-c2ccc(Br)cc2)cs1,3%,0%,i,7,0.52,1385,-12%,1.8,1138,4.7,4.1,5.6,0.26,-0.27,-0.00012,0.14,i
COc1cc(/C=N/NC(=O)C(=O)NCc2cccnc2)cc(OC)c1OC,6%,-16%,i,-4,-0.16,1323,3%,-0.5,960,3.4,1.3,5.4,0.21,0.091,0.26,1,i
C/C(=N\NC(=O)c1c(Br)c(C)nn1C)c1cccc(NC(=O)C2CCC2)c1,13%,16%,i,9,.,.,19%,.,.,4.6,1.4,6.9,-0.21,-0.16,-0.74,-0.97,.
Nc1nnc(CC(=O)N/N=C/c2cc([N+](=O)[O-])cc(Br)c2O)s1,6%,-9%,i,7,-0.04,1371,33%,0.3,1506,4.8,1.8,0.3,-0.31,-0.28,-0.4,0.73,i
CCCCn1nnc(NC(=O)C(c2ccccc2)c2ccccc2)n1,10%,-46%,i,-4,0.41,1415,-19%,-0.4,1532,1.2,1.9,8.7,1.3,-0.38,0.47,-1.2,i
CC(C)(C)OC(=O)N1CCC[C@H]1C(=O)N/N=C/c1cccc2nccnc12,23%,-4%,.,.,-0.96,1306,10%,1.1,1282,.,.,.,-0.39,-0.26,-0.1,0.16,i
Cc1cc(C)c(NC(=O)C2CC(=O)N(c3ccc4c(c3)OCCO4)C2)c(C)c1 (stereo not given),-5%,14%,i,-1,2.1,888,8%,.,.,1.4,0.7,5.7,-0.37,-0.24,-0.11,0.73,i
CCOc1ccccc1N1C(=O)CC(N(O)c2ccccc2)C1=O (stereo not given),-1%,-4%,i,17,-0.04,824,1%,.,.,3.5,3.2,8.9,-0.42,-0.21,-0.22,-0.002,i

# Single records (already shown). Order of values: M17LAP inhibition, NOD1 inhibition, Autophagy HCS, Autophagy HCS cell loss 18 h, Insulin prom up, Insulin prom up cell count, NOD2 inhibition, b-catenin transl, b-catenin transl cell count 5 µM, MT stabilizer, MT stabilizer Hoechst-high %, MT stabilizer cytotoxicity %, Dynein transport, Dynein transport cytoplasmic EGFP, Dynein transport nuclear GR-EGFP, Dynein transport cell count, Yfh1-depleted yeast
# `Cc1cc(=S)[nH]c2c(C)cccc12` across the screens: 6%, -15%, i, 3, 0.51, 850, 8%, ., ., 2.0, 1.7, 17, 0.17, -0.14, 0.17, 0.18, i
# `CSc1nnc(-c2ccc(S(=O)(=O)N3CCCC3)cc2)n1C` across the screens: -7%, 4%, i, 11, 0.89, 1300, 14%, -0.8, 1098, 1.4, 2.1, 12, 0.86, -0.19, 1.1, -1.4, i
# `c1ccc(Oc2cccc3cccnc23)nc1` across the screens: -13%, 3%, ., ., -0.21, 1034, 8%, 0.1, 1346, ., ., ., 0.8, -0.13, 0.73, -0.66, i

# Screening results as filed in PubChem BioAssay.
